L3MBTL1 inh = blocks human L3MBTL1; Potency, µM (titrated, usually from 57.1 µM), for the others: at the top dose activity, negative = inhibition, hits mostly inhibitors; AlphaScreen L3MBTL1–H3K9me1 peptide binding; 230,000 tested, 0.66% active; note: nearly all actives have a fitted effect of over 60% in size
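Displacement of a biotinylated histone H3(1-15) peptide monomethylated at Lys9 (75 nM) from L3MBTL1 (50 nM) was measured by AlphaScreen after a 30 min room-temperature compound incubation; cefsulodin titration served as intraplate control.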
TRb SRC2 PPI = inhibitors of human thyroid hormone receptor beta-SRC2 interaction; P10828; TRbeta-SRC2 peptide binding, fluorescence polarization; receptor liganded with 1 µM T3; Potency, µM (titrated, usually from 106 µM), for the others: at the top dose activity change, negative = inhibition, most hits filed as inhibitors; 280,000 tested, 0.065% active; AID 1469;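 note: plate controls were bound peptide for no effect and peptide without receptor for full effect; nearly all actives have a fitted effect of over 50% in size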
Target sequence (P10828 whole entry, looked up): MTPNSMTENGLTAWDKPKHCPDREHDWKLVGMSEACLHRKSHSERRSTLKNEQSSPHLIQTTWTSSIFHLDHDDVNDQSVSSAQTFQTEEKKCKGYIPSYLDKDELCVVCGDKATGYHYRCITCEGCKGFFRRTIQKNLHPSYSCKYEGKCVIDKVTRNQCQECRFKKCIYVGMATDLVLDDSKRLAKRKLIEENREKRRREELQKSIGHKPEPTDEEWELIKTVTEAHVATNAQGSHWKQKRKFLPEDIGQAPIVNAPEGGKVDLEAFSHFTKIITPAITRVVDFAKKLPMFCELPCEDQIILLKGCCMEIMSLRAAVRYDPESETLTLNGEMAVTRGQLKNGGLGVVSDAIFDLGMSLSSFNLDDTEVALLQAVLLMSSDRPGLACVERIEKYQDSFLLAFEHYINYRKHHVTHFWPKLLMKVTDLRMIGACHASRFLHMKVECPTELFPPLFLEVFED
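Fluorescence polarization of 20 nM Texas Red SRC2 peptide with 0.6 uM human TRb ligand-binding domain, in Tris buffer with 1uM T3 and 5% DMSO. Incubated 5 hr ambient; normalized to unbound and bound controls.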
TexasRed fluor = alters Texas Red total fluorescence, flagging assay interference; Potency, µM (doses to about 106 µM), for the others: at the highest dose fluorescence change, negative = quenching; TRb/SRC2 Texas Red total fluorescence interference; 280,000 tested, 0.29% active; active = well fitted curve in either direction with a large enough effect; inconclusive = small, poorly fitted or top-dose-only effect
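Human TRβ ligand-binding domain (0.6 uM) and Texas Red SRC2 peptide (20 nM) in Tris buffer with 1 uM T3 and 5% DMSO were incubated with pinned compound for 5 hr at ambient temperature. Total fluorescence was computed as S + 2P (555/632 nm).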
RECQ1 helicase = inhibitors of human RECQ1 DNA helicase. RECQ1 DNA unwinding, red fluorescence kinetic read. P46063. 240,000 tested, 0.54% active. Potency, µM (highest dose often 57.3 µM), for the others: at the highest dose activity, negative = inhibition, usual class: inhibitors;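 note: plate controls were vehicle for no effect and no enzyme for full effect; nearly all actives have a fitted effect of over 30% in size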
Target sequence (P46063 whole entry, looked up): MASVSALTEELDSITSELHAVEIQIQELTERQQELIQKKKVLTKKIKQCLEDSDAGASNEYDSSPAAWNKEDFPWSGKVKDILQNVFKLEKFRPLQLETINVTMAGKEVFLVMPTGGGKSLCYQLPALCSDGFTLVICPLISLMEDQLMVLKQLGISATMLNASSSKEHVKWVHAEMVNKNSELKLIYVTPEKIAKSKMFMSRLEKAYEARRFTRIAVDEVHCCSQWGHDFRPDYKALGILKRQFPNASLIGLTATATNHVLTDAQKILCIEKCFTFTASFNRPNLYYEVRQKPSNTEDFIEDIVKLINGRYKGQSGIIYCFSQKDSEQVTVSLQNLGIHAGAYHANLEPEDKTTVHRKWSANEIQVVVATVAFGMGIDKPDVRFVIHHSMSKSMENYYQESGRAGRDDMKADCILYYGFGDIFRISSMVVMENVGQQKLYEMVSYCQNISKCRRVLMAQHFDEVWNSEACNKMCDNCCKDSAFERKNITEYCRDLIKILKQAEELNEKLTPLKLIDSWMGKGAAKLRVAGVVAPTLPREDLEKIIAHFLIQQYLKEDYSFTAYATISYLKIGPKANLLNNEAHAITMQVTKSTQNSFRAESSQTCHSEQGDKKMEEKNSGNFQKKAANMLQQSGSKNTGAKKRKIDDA
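RECQ1T1 50 nM; forked duplex (20 bp + 30-nt ss tails) 200 nM, ATP 2 mM final; pH 8.0, 2 mM MgCl2, 2.5 ug/ml poly(dI-dC); 15 min compound preincubation; discontinuous kinetic read over 2 h at RT.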
aGlu spleen mod = inhibitors or activators of human alpha-glucosidase in spleen homogenate. human spleen homogenate, 4-MU-alpha-glucoside fluorescence. Potency, µM (doses to about 79.9 µM), inactives show at the highest dose activity change, negative = inhibition, hits mostly inhibitors. 240,000 tested, 0.006% active. P10253;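 note: 0% = enzyme with vehicle and -100% = no enzyme basal signal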
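Human spleen homogenate (1 ug) incubated with compounds and 1 mM 4-methylumbelliferyl-alpha-D-glucopyranoside in pH 5.0 citrate/phosphate buffer, 37 C, 40 min. Stopped at pH 10; 4-MU fluorescence (Ex 365/Em 440 nm); AC50 by Hill fit.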
GAA inhib = inhibitors of human lysosomal alpha-glucosidase. P10253. purified human GAA, 4-MU-alpha-glucoside fluorescence. Potency, µM (doses to about 76.9 µM), inactives show top-dose activity change, negative = inhibition, most hits filed as inhibitors. 200,000 tested, 0.005% active;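 note: plate controls were uninhibited enzyme wells for no effect and no-enzyme background for full effect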
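Human enzyme at 4 nM with 400 uM 4-methylumbelliferyl-alpha-D-pyranoside, citrate/phosphate buffer pH 5.0, 0.005% Tween-20, 20 min at room temperature. Compounds up to 77 uM. 4-MU fluorescence (Ex 365/Em 440) read after NaOH/glycine stop; AC50 from Hill fit.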
GAA glycogen = alters human alpha-glucosidase cleavage of glycogen | P10253 | recombinant GAA, glycogen substrate, Amplex Red glucose oxidase fluorescence | Potency, µM (titrated, usually from 76.4 µM), inactives show at the top dose activity change, negative = inhibition, actives largely listed as inhibitors | 300,000 tested, 0.38% active;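 note: 0% = full enzyme reaction and -100% = no-enzyme basal signal; the screen sought inhibitors and activators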
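Recombinant enzyme (4 nM final) with compounds titrated up to 77 uM and bovine liver glycogen (30 ug) in citrate pH 5.0, 0.01% Tween-20, 37 C 40 min. Released glucose detected by Amplex Red/glucose oxidase (Ex 573/Em 610); AC50 from Hill fits.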
GoLoco inh red = inhibitors of human Gai1-RGS12 GoLoco interaction (red fluorophore); Gai1:RGS12 GoLoco peptide FP, rhodamine, 10 min; Potency, µM (highest dose often 61.6 µM), without a hit: top-dose activity, negative = inhibition, usual class: inhibitors; 230,000 tested, 0.44% active; AID 880; active = well fitted inhibition curve with a large enough effect, not every such curve was filed as active; inactive = no such curve, though single readings can be large or run the other way; note: nearly all actives have a fitted effect of over 30% in size; many of its hits are not listed in these tables
* = called active by the depositor; i = inactive; ? = inconclusive; . = no result given; & = joins results of further samples; [ ] = remark or other dose. Unless noted, calls come from the whole dose curve; as a rule, active = well fitted curve in the direction sought with a large enough effect; inconclusive = small, poorly fitted or top-dose-only effect, or another doubt; inactive = no such curve, though single readings can be large; an effect the other way counts as inactive or inconclusive. Unless noted, % is set by controls: 0 for no effect and ±100 for the full control effect; potency is the fitted concentration of half-maximal effect.

Under each structure – TRb SRC2 PPI	TexasRed fluor	GAA glycogen	RECQ1 helicase	GAA inhib	aGlu spleen mod	GoLoco inh red	L3MBTL1 inh
NC(=O)CSc1nnc(COc2ccccc2)n1Cc1ccco1
→ 1%	-2%	20%	i	1%	3%	1%	5%
CSCCC(NC(=O)c1cccc([N+](=O)[O-])c1)C(=O)O (stereo not drawn)
→ -7%	1%	-3%	-2%	4%	-11%	1%	11%
COc1ccc2nc(NC(=O)CS(=O)(=O)Cc3ccccc3)sc2c1
→ 2%	-2%	-4%	i	-11%	-7%	4%	13%
Clc1ccc(C2CSc3c4ncnc-4ncn32)cc1 (stereo not drawn)
→ -11%	-1%	-7%	5%	.	5%	-23%	-22%
Cc1cccc(-n2ncc3c(N4CCC5(CC4)OCCO5)ncnc32)c1
→ -3%	-1%	7%	i	.	7%	0%	.
CC(=O)Nc1ccc(SCC(=O)N(C)C2CCS(=O)(=O)C2)cc1 (stereo not drawn)
→ -4%	-3%	14%	-2%	?	2%	4%	2%
COC(=O)c1ccc(-c2ccc(C(=O)N3CCCN(C)CC3)cc2)cc1
→ -5%	0%	-9%	-1%	-11%	-2%	-4%	6%
COC(=O)c1cccc(S(=O)(=O)N(Cc2ccco2)Cc2cc3cc(OC)c(OC)cc3[nH]c2=O)c1
→ -1%	-6%	0%	-13%	-4%	-18%	-5%	.
CCCCC1(C)OC(=O)C(=Cc2c[nH]c3ccccc23)C(=O)O1 (stereo not drawn)
→ -2%	-4%	-2%	i	-1%	3%	10%	.
O=C(c1ccccc1)c1cc2ccc(O)cc2oc1=O
→ 5%	-5%	9%	i	?	-10%	14%	5%
C[N+]12CCC(CC1)C(OC(=O)C(O)(c1ccccc1)c1ccccc1)C2 (stereo not drawn)
→ -9%&4%	-6%&-1%	-6%	-5%	-6%[15.4 µM]	5%&-4%	12%&0%	9%
O=C(CSc1nc2ccc([N+](=O)[O-])cc2s1)c1ccc2ccccc2c1
→ 1%	-1%	-12%	-4%	-7%	0%	6%[14.2 µM]	-5%
O=C(CSc1nnc(-c2cccnc2)n1Cc1ccccc1)NCc1ccco1
→ -3%	0%	-6%	-11%	-2%	0%	.	0%
CC(=O)OC1CCC2(C)C3CC(=O)C4(C)C(CC5OC6(CCC(C)CO6)C(C)C54)C3CC[C@H]2C1 (stereo partly drawn)
→ -2%	-1%	.	9%	.	-2%	4%	.
Cc1cc(C)c2sc(NNC(=O)c3ccc(S(=O)(=O)N4CCc5ccccc5C4)cc3)nc2c1
→ -2%	0%	12%	-4%	-10%	2%	-3%	?

Further records
Under each structure – TRb SRC2 PPI	TexasRed fluor	GAA glycogen	RECQ1 helicase	GAA inhib	aGlu spleen mod	GoLoco inh red	L3MBTL1 inh
C=C(C)CN1C(=O)C(O)(CC(=O)c2ccc3c(c2)OCCO3)c2ccccc21 (stereo not drawn)
→ 6%	5%	-4%	2%	-8%	-1%	-1%	5%
Cc1ccc(Cn2nc(C)c(NC(=O)c3cc(C)no3)c2C)cc1
→ 0%	-1%	-19%	-6%	?	1%	6%	.
CC1CCCC(C)N1C(=O)Cn1c(=O)sc2ccccc21 (stereo not drawn)
→ 2%	-1%	7%	-7%	-1%[15.4 µM]	-3%	-1%	1%
COc1cccc(OCC(O)CN2CCN(c3ncccn3)CC2)c1 (stereo not drawn)
→ -8%	-1%	2%	i	2%	-5%	1%	1%
Cc1ccc(S(=O)(=O)O/N=C2\CCCc3ccccc32)cc1
→ -6%	0%	6%	-7%	4%	9%	-23%	.
CCn1c(SC)nnc1-c1sc2cc(Cl)ccc2c1Cl
→ 5%	3%	4%	i	?	-7%	3%	20%[11.4 µM]
C[C@@]12CCC(O)C[C@H]1CCc1ccccc12 (stereo partly drawn)
→ -5%	-3%	.	-7%	.	5%	5%	.
C/C(=N\NC(=O)c1cc(-c2ccc(C)s2)[nH]n1)c1ccco1
→ 4%	-5%	2%	-8%	-1%	-6%	9%	-6%
COc1ccccc1CCc1nnc(CCC(=O)NCC(C)Oc2cccnc2)o1 (stereo not drawn)
→ 0%	-2%	4%	-13%	1%	-1%	-3%	12%
CCC(=O)N(Cc1cc(=O)[nH]c2ccccc12)c1ccccc1
→ 4%	-1%	9%	10%	8%	6%	10%	-2%
CCCNC(=O)C12CCC(C)(C(=O)C1Br)C2(C)C (stereo not drawn)
→ 2%	-2%	-2%	-3%	-1%	3%	8%	15%
COc1ccc(/C=N/N2CCOCC2)cc1Cn1cc([N+](=O)[O-])cn1
→ 3%	-2%	-20%	-2%	.	5%	7%	-6%
CO[C@@H]1C=CO[C@]2(C)Oc3c(C)c(O)c4c(O)c(c(C=NN5CCN(C)CC5)c(O)c4c3C2=O)NC(=O)C(C)=CC=C[C@H](C)[C@H](O)[C@H](C)[C@H](O)[C@H](C)[C@H](OC(C)=O)[C@H]1C
→ -1%[53 µM]	-3%[53 µM]	.	i	.	-1%[29.1 µM]	6%[21.6 µM]	.
Cc1ccnc(NS(=O)(=O)c2ccc(NC(=O)C3COc4ccccc4O3)cc2)n1 (stereo not drawn)
→ 10%	-2%	-16%	-2%	-6%	3%	-9%	.
C=C1C[C@@]23C[C@]1(O)CC[C@@H]2[C@]12C=C[C@@H](O)[C@](C)(C(=O)O1)[C@H]2[C@H]3C(=O)O
→ 3%[53 µM]	-26%[53 µM]	.	i	.	5%[29.1 µM]	6%[21.6 µM]	.

(continued)
Under each structure – TRb SRC2 PPI	TexasRed fluor	GAA glycogen	RECQ1 helicase	GAA inhib	aGlu spleen mod	GoLoco inh red	L3MBTL1 inh
CSc1ccc(Cl)c(C(=O)NC2CCCC2)c1
→ -2%	-5%	-18%	i	-2%	-19%	-8%	-2%
Cc1nnc(SCC(=O)N2CCc3ccccc3C2)s1
→ 8%	0%	-4%	2%	3%	-6%	10%	.
COc1ccc(N/N=C(/C#N)S(=O)(=O)c2nsc(C)c2C#N)cc1
→ 4%	-1%	5%	-11%	-7%	-1%	9%	.
Cc1ccc2c(COn3nnc4ccc(S(=O)(=O)N(C)C)cc43)cc(=O)oc2c1C
→ 9%	6%	-2%	-11%	2%	-1%	2%	-7%[11.4 µM]
O=C(Oc1ccnc2cc(Cl)ccc12)N1CCOCC1
→ 2%	0%	-10%	-3%	-5%	4%	6%	11%
COc1ccc(CC(=O)NC2CCN(CC(=O)N3CCCc4ccccc43)CC2)cc1OC
→ -9%	0%	-8%	6%	1%	-7%	9%	.
COC(=O)c1nn(-c2ccccc2)c(=O)cc1Oc1ccc(Cl)cc1
→ 3%	2%	8%	-9%	-9%	-1%	7%	-6%
Cc1ccc(-c2noc(C3CCCN(C(=O)c4ccc(F)cc4F)C3)n2)cc1 (stereo not drawn)
→ -24%	-2%	0%	2%	-11%	-13%	8%	2%
CC(/C=N/Nc1nnc2c(n1)[nH]c1ccccc12)=C\c1ccco1
→ -15%	-3%	-14%	i	?	-7%	-13%	.
Cc1c(S(=O)(=O)Nc2cc(Cl)ccc2Cl)c(=O)n(C)c(=O)n1C
→ -1%	0%	0%	9%	-11%	-5%	6%	14%
N#Cc1cc(S(=O)(=O)c2ccccc2)c(N)[nH]c1=O
→ -3%	-5%	18%	-6%	-6%	-2%	3%	12%
CSCC[C@H](NC(=O)[C@H](Cc1c[nH]c2ccccc12)NC(=O)CNC(=O)[C@H](Cc1ccc(O)cc1)NC(=O)[C@H](C)NC(=O)[C@H](CCC(=O)O)NC(=O)[C@H](CCC(=O)O)NC(=O)[C@H](CCC(=O)O)NC(=O)[C@H](CCC(=O)O)NC(=O)[C@H](CCC(=O)O)NC(=O)[C@H](CC(C)C)NC(=O)[C@H](Cc1c[nH]c2ccccc12)NC(=O)[C@@H]1CCCN1C(=O)CNC(=O)[C@@H]1CCC(=O)N1)C(=O)N[C@@H](CC(=O)O)C(=O)N[C@@H](Cc1ccccc1)C(=O)NCC(=O)O
→ 2%	2%	.	-3%	.	3%	.	.
CCCCNC(=O)CC(NS(=O)(=O)c1ccc(C)cc1)c1ccco1 (stereo not drawn)
→ -1%	-3%	-3%	5%	-4%	-4%	.	-3%
CCn1c(NCc2ccc(N(C)C)cc2)nc2ccccc21
→ 1%	-4%	?	-12%	-15%	-4%	-9%	-13%
CCN(CC)CCC(c1ccc(OC)cc1)c1c(OC)cc(OC)c2c(C)cc(=O)oc12 (stereo not drawn)
→ 10%	-3%	.	i	.	4%	.	.

As a short view, two of the compounds above:
Under each structure – TRb SRC2 PPI	TexasRed fluor	GAA glycogen	RECQ1 helicase	GAA inhib	aGlu spleen mod	GoLoco inh red	L3MBTL1 inh
CCn1c(NCc2ccc(N(C)C)cc2)nc2ccccc21
→ 1%	-4%	?	-12%	-15%	-4%	-9%	-13%
CCN(CC)CCC(c1ccc(OC)cc1)c1c(OC)cc(OC)c2c(C)cc(=O)oc12 (stereo not drawn)
→ 10%	-3%	.	i	.	4%	.	.

(cont.)
Under each structure – TRb SRC2 PPI	TexasRed fluor	GAA glycogen	RECQ1 helicase	GAA inhib	aGlu spleen mod	GoLoco inh red	L3MBTL1 inh
Cc1ccccc1/C(N)=N/OC(=O)N1c2ccccc2Sc2ccccc21
→ 1%	3%	-13%	i	?	-5%	7%	-18%
CCOC(=O)C1=C(C)N(c2ccc(C)cc2)C(=O)/C1=C\c1cccs1
→ -10%	-1%	-4%	-6%	7%	0%	4%	-9%
CCOc1c(Cl)cc(C(=O)NCCN2CCCCC2)cc1Cl
→ -2%	-4%	2%	i	-1%	-10%	11%	.
O=C(CCCSc1nc2ccccc2[nH]1)NCc1ccccc1F
→ -5%	-2%	1%	3%	0%	1%	-3%	11%
COc1ccc2c(C)cc(=O)oc2c1C
→ -18%	1%	-12%	-8%	-14%	-5%	-5%	44%[activator]
O=C(Nc1ccc(C(=O)N2CCOCC2)cc1)c1cnn2c(C(F)F)cc(-c3ccccc3)nc12
→ -1%	-2%	4%	20%	-4%	9%	8%	-20%

From PubChem BioAssay

Some of the compounds tested; count on the stated rates, not on these rows.
